Screening results deposited in PubChem BioAssay by National Center for Advancing Translational Sciences (NCATS).
Casp1 inh = allosteric or competitive inhibitors of human caspase-1; P29466; Caspase-1 enzyme, Ac-WEHD-AFC fluorogenic rate; Potency, µM (highest dose often 57.5 µM), inactives show at the highest dose activity change, negative = inhibition, usual class: inhibitors; 0.03% of 75,000 active; AID 900;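 also: potency is read from the fitted curve at half-maximal effect; plate controls were vehicle for no effect and no substrate for full effect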
Fluorescein autfl = fluorescein region autofluorescence; Compound autofluorescence, 480/540 nm, fluorescein-equivalent; hits give high values; 0.91% of 59,000 active; max fluorescein-equivalent concentration, M; AID 593; in the data active = max fluorescein-equivalent concentration above about 10 nM; inconclusive = between about 1.1 nM and that limit
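Spectral profiling of library compounds in the fluorescein window (480 nm excitation, 540 nm emission) after 15 min at room temperature in pH 8.0 Tris (100 mM). Values are dye-equivalent concentrations.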
A350 autofl = compound fluoresces in the Alexa 350 spectral region. AID 590. 11% of 59,000 active. Compound autofluorescence, 340/450 nm, Alexa 350 dye-equivalents; hits give high values. max dye-equivalent concentration, M; in the data active = max dye-equivalent concentration above about 10 nM; inconclusive = mostly about 1.1 nM to 9.6 nM
GFP derepression = epigenetic modulators derepressing GFP locus in mouse cells. 0.09% of 68,000 active. Potency, µM (highest dose often 46.1 µM), for the others: at the highest dose GFP derepression (activation). mouse C127i GFP locus derepression, cytometry, 30 h; also: % of control where 0% means no effect
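Read-out is the number of GFP-positive cells, scored as fluorescent objects 20 to 120 um wide, reflecting derepression of a silenced CMV-GFP reporter in murine C127i cells after 30 h compound exposure at 37 C.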
BRCT inh red = disrupts BRCA1 BRCT binding to phosphoprotein, red fluorophore readout. Potency, µM (doses to about 76.9 µM), inactives show top-dose activity change, negative = inhibition, usual class: inhibitors. AID 892. BRCT-phosphopeptide binding, red fluorescence polarization. P38398. 0.03% of 75,000 active; also: % is scaled to controls: 0 for no effect and ±100 for the full control effect
Target sequence (P38398 whole entry, looked up): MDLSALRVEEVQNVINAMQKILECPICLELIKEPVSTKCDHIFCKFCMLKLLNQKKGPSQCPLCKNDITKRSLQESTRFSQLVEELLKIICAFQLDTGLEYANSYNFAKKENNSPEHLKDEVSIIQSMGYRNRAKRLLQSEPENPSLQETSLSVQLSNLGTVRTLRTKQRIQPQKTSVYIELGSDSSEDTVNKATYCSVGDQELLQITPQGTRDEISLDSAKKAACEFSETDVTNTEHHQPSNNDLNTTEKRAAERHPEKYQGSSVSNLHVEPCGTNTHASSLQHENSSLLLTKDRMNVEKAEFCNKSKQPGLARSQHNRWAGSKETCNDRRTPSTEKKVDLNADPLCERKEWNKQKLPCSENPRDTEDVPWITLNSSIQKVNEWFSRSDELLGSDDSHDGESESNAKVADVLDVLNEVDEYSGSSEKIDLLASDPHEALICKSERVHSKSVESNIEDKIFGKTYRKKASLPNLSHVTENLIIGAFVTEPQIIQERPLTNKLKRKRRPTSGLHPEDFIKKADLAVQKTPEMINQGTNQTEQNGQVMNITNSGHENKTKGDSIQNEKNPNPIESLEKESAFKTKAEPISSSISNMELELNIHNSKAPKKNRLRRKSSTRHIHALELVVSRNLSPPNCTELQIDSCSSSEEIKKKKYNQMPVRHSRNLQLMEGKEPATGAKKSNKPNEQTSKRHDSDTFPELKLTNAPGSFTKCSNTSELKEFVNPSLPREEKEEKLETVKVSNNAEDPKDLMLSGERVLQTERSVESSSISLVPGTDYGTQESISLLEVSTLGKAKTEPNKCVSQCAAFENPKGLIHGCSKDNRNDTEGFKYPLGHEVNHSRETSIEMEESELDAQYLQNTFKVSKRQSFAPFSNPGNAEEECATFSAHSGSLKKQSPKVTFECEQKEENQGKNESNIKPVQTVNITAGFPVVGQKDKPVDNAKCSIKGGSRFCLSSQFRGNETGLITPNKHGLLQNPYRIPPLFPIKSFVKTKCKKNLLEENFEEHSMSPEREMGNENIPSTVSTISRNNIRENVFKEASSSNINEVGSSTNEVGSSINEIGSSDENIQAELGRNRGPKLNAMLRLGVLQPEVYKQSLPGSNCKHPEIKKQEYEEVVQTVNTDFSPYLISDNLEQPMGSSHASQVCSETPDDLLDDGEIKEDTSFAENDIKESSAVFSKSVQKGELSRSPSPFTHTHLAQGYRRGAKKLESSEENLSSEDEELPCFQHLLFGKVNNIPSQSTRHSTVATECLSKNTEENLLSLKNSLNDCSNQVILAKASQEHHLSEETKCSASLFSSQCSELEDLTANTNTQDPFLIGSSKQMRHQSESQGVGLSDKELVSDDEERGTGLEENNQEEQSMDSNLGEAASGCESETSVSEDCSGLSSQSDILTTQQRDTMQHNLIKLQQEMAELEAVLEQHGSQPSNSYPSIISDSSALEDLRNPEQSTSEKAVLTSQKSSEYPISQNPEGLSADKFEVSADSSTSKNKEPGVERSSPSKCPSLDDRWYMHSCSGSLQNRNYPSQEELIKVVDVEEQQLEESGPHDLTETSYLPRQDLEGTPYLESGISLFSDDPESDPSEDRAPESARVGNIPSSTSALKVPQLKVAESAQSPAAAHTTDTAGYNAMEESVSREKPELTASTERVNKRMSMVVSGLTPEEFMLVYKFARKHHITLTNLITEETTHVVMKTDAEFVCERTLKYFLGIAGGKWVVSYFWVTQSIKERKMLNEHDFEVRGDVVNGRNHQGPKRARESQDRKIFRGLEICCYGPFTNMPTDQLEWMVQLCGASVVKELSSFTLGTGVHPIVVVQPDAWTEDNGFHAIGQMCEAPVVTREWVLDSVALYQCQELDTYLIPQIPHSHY
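Fluorescence polarization: 100 nM His-tagged BRCA1 BRCT with 100 nM TAMRA-labelled phospho-BACH1 decapeptide, phosphate buffer pH 7.3 with 150 mM NaCl, DTT, 0.01% Tween 20; 12 min RT. Binding inhibition seen as FP decrease.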
BRCT PPI green = inhibitors of human BRCA1 BRCT-phosphoprotein interaction (green fluorophore); P38398; BRCA1 BRCT-phosphopeptide binding, green fluorescence polarization; Potency, µM (titrated, usually from 76.9 µM), inactives show at the highest dose activity change, negative = inhibition, hits mostly inhibitors; 0.05% of 75,000 active; AID 875;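 also: potency is read from the fitted curve at half-maximal effect; plate controls were peptide without protein for full effect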
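Compounds were incubated for 12 min at room temperature with a complex of 100 nM fluorescein-tagged pBACH1 decapeptide and 250 nM His-tagged BRCT protein. Buffer was phosphate pH 7.3 with EDTA, DTT and Tween 20. Disruption of binding lowers the polarization signal.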
Ub-GFP proteasome = proteasome inhibitors stabilizing ubiquitin-GFP reporter | 67,000 tested, under 10 active | AID 526 | Ubiquitin-GFP reporter cells, proteasome inhibition, GFP fluorescence; response scale: untreated = 0%, 10 µM MG-132 = 100% | Potency, µM (series often up to 45.9 µM), without a hit: at the highest dose activation (GFP accumulation), actives largely listed as activators; active = well fitted activation curve with a large enough effect, not every such curve was filed as active; inconclusive = small, poorly fitted or top-dose-only effect, or another doubt; inactive = no such curve, though single readings can be large or run the other way; also: potency is read from the fitted curve at half-maximal effect
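Proteasome block read as GFP accumulation: ubiquitin(G76V)-GFP U2OS cells exposed to compound (2.9 nM–46 uM) for 4 hr at 37 C. Normalization used untreated cells as 0% and 10 uM MG-132 as 100%; concentration-response curves fitted.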
USP2a inhib = inhibitors of human ubiquitin-specific protease USP2a. O75604. USP2a enzymatic assay, qHTS inhibition. Potency, µM (doses to about 38.3 µM), for inactives: at the top dose activity change, negative = inhibition, usual class: inhibitors. 0.1% of 60,000 active. AID 927;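 also: potency is read from the fitted curve at half-maximal effect; nearly all actives have a fitted effect of over 60% in size; plate controls were DMSO for no effect and NEM full inhibition control for full effect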
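USP2 core (20nM final) preincubated 30 min RT with compound, then Ub-PLA2 20nM and NBD C6-HPC 20uM final added; buffer 20mM Tris-HCl pH 8.0, 2mM CaCl2. Fluorescence Ex 460/Em 535 read at 0 and 2.5 h; normalized to NEM.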
4-MU autofl = compound fluoresces in the 4-MU spectral region | 11% of 59,000 active | AID 589 | max dye-equivalent concentration, M | compound autofluorescence, 340/450 nm, 4-MU equivalents; hits give high values; in the data active = max dye-equivalent concentration above about 10 nM; inconclusive = mostly about 1.1 nM to 9.6 nM
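Compounds in 100 mM Tris, pH 8.0, sat 15 min at room temperature before fluorescence was read at 340 nm excitation/450 nm emission; a per-plate six-point 4-MU standard curve converted signals to dye-equivalent concentration at each compound concentration.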
HEK293 cAMP ctrl = parental HEK293 cAMP activation (counter-screen) | parental HEK293 CNG cAMP sensor, membrane potential fluorescence | Potency, µM (top dose mostly 57.1 µM), without a hit: at the highest dose activation, actives largely listed as activators | 2.5% of 73,000 active; also: potency is read from the fitted curve at half-maximal effect; % of control where 0% means no effect; nearly all actives have a fitted effect of over 55% in size
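Parental HEK 293 cells stably expressing a cAMP-gated CNG channel were loaded with membrane potential dye containing 100 uM RO 20-1724 for 60 min. Compound added for 30 min; depolarization read as fluorescence intensity at 590 nm.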
Caspase-7 inhib = caspase-7 (human) inhibition, allosteric or competitive | Potency, µM (top dose mostly 57.5 µM), without a hit: at the highest dose activity change, negative = inhibition, hits mostly inhibitors | AID 889 | recombinant caspase-7, Ac-DEVD-AFC fluorescence rate | 0.02% of 75,000 active; active = well fitted inhibition curve with a large enough effect in the main read-out, with a control signal flat, not every such curve was filed as active; inconclusive = small, poorly fitted or top-dose-only effect, or a change in a side signal; also: potency is read from the fitted curve at half-maximal effect; % of control where 0% means no effect
* = called active by the depositor; i = inactive; ? = inconclusive; . = not tested or not shown; [ ] = dose if it differs, or a comment. Unless noted, calls follow the shape of the dose curve; as a rule, active = well fitted curve in the direction sought with a large enough effect; inconclusive = small, poorly fitted or top-dose-only effect, or another doubt; inactive = no such curve, though single readings can be large; an effect the other way counts as inactive or inconclusive. This is a subset; count on the stated rates, not on these rows.

compound	Casp1 inh	Fluorescein autfl	A350 autofl	GFP derepression	BRCT inh red	BRCT PPI green	Ub-GFP proteasome	USP2a inhib	4-MU autofl	HEK293 cAMP ctrl	Caspase-7 inhib
CC1CCCC(C)N1NC(=O)c1ccc(Cl)c(S(N)(=O)=O)c1 (stereo not drawn)	2%	.	.	.	-1.4%	-0.5%[3.08 µM]	.	3%	.	.	-1%
COc1ccc2oc(=O)c(C(=O)O)cc2c1	-3%	1.9e-08M*	?	3%	-0.4%	-2.5%	-4%	-6%	i	-1%	-4%
O=C(O)c1ccc(CSCc2ccco2)cc1	-1%	.	.	2%	-1.5%	-1.9%	0%	-14%	.	?	-4%
CC(C)Cc1nc2oc3c(NCc4cccnc4)ncnc3c2c2c1CCC2	-1%	i	?	0%	0.7%	-0.3%	-3%	-5%	i	5%	0%
Cc1nnc(SCC(=O)Nc2cc(C(F)(F)F)ccc2N2CCOCC2)o1	1%	?	i	4%	-1.5%	-2.7%	1%	9%	i	3%	0%
CN1[C@@H]2CC[C@H]1CC(NC(=O)c1nn(C)c3ccccc13)C2 (stereo partly drawn)	2%	i	i	2%	-2.5%	-2.1%	-8%	0%	i	-7%	2%
O=C1N2c3ccccc3CCc3cccc(c32)C1(O)C(F)(F)F (stereo not drawn)	1%	i	i	0%	-0.4%	0.3%	0%	9%	i	?	-3%
O=S(=O)(Nc1nc2ccccc2nc1NCCO)c1cccc(Cl)c1	-2%	i	i	3%	-0.1%	-5.0%	2%	11%	i	?	-1%
Cc1ccccc1CNc1nc(N)n(-c2ccccc2)n1	-5%	.	.	.	-0.8%	-4.2%	4%	.	.	-1%	1%
N#CCCn1ccc(NC(=O)c2ccc(Cl)cc2)n1	3%	?	i	0%	-4.2%	-7.4%	3%	2%	i	4%	-1%
CN(C)CCCNC(=O)Cc1ccc(Br)cc1	-6%	i	i	-4%	2.7%	-0.5%	8%	1%	i	-2%	-19%
O=C(Nc1ccc2oc(-c3ccccc3)nc2c1)c1ccc2c(c1)OCCO2	-5%	i	?	1%	-0.7%	-1.1%	-5%	131%[activator]	?	10%	-4%
CCOC(=O)c1cccc(NC(=O)Cn2c(CC(=O)N3CCCC3)nc3ccccc32)c1	2%	?	i	0%	-0.1%	0.3%	-2%	37%[activator]	i	-3%	-2%
CCCCC1CCC(c2nc(-c3ccccn3)no2)CC1 (stereo not drawn)	-1%	.	.	-2%	-4.2%	2.7%	0%	1%	.	?	-3%
COCc1cc(C)nc2sc3c(=O)oc(C)nc3c12	-1%	?	i	-3%	1.0%	-2.2%	-2%	1%	i	-1%	1%
COc1cccc(-c2nnn(CCC(=O)O)n2)c1	-1%	i	i	-1%	-1.0%	-4.3%	-3%	3%	i	19%	0%
CC(=O)Oc1ccc2oc3c(c2c1)C(=O)CCC3	1%	?	i	-1%	0.2%	-2.7%	2%	0%	i	3%	3%
S=c1[nH]nc(-c2cccnc2)o1	0%	i	i	2%	1.7%	-1.9%	2%	1%	i	4%	-3%
O=C(NC1CCCC1)C1CCCN(S(=O)(=O)c2ccc(-n3cnnn3)cc2)C1 (stereo not drawn)	-1%	i	i	0%	0.3%	-1.4%	-2%	.	i	2%	3%
O=C(c1ccco1)N1CCN=C1SCc1ccc(F)cc1	0%	.	.	0%	0.2%	-1.7%	4%	.	.	4%	-1%
COc1ccc(-c2noc(COc3ccc(C)c(C)c3)n2)cc1OC	-3%	i	i	2%	0.5%	-0.8%	-5%	15%	i	26%	-2%
COc1ccc2c(=O)c(OC)c(-c3ccccc3)oc2c1	-6%	.	.	.	-3.2%	-1.9%	.	-5%	.	.	-2%
COCCCNS(=O)(=O)c1ccc2c(c1)OCCO2	-2%	.	.	2%	0.0%	0.1%	-9%[9.17 µM]	4%[7.66 µM]	.	8%[11.4 µM]	1%
COC(=O)[C@@H](NC(=O)NC1CCN(Cc2ccccc2)CC1)C(C)C	-2%	i	i	0%	1.4%	-2.8%	-4%	7%	i	1%	2%
Cc1ccc(S(=O)(=O)NC(C)(C)CSc2nnc(N)s2)cc1	0%	i	i	0%	-0.7%	-3.0%	2%	0%	i	2%	3%
O=C(CSc1ncnc2nc[nH]c12)N1CCN(c2ccc(Cl)cc2)CC1	-2%	i	i	-2%	0.4%	-3.9%	-3%	32%[activator]	i	?	-2%
CCOc1ccc(N2CC(C(=O)Oc3ccccc3)CC2=O)cc1 (stereo not drawn)	2%	?	i	-1%	-0.3%	-0.2%	-5%	32%[activator]	i	?	0%
CC1CCc2cc(F)ccc2N1C(=O)CCC(=O)O (stereo not drawn)	1%	i	i	4%	1.8%	0.0%	12%	8%	i	4%	-1%
O=C(c1ccco1)c1n[nH]nc1-c1ccccc1	-2%	.	.	0%	-2.0%	1.6%	3%	19%	.	14%	-2%
COc1ccccc1CC1(C)NC(=O)N(CC(=O)N2CCc3ccccc3C2)C1=O (stereo not drawn)	0%	i	i	-2%	0.0%	-2.2%	-1%	17%	i	-1%	0%

The last 3 compounds of the part before open the next one.
compound	Casp1 inh	Fluorescein autfl	A350 autofl	GFP derepression	BRCT inh red	BRCT PPI green	Ub-GFP proteasome	USP2a inhib	4-MU autofl	HEK293 cAMP ctrl	Caspase-7 inhib
CC1CCc2cc(F)ccc2N1C(=O)CCC(=O)O (stereo not drawn)	1%	i	i	4%	1.8%	0.0%	12%	8%	i	4%	-1%
O=C(c1ccco1)c1n[nH]nc1-c1ccccc1	-2%	.	.	0%	-2.0%	1.6%	3%	19%	.	14%	-2%
COc1ccccc1CC1(C)NC(=O)N(CC(=O)N2CCc3ccccc3C2)C1=O (stereo not drawn)	0%	i	i	-2%	0.0%	-2.2%	-1%	17%	i	-1%	0%
CCOC(=O)NCc1ccc2c(c1)OCO2	1%	i	i	1%	0.6%	0.2%	0%	2%	i	1%	6%
COc1ccc(N(CC(=O)Nc2nccs2)S(=O)(=O)c2c(C)nn(C)c2C)cc1	1%	.	.	-5%	-2.4%	1.2%	0%	.	.	1%	1%
COC(=O)c1c(NC(=O)CN2CCN(c3ccccc3OC)CC2)c2c(C)cccc2n1C	-2%	i	?	0%	-1.4%	-2.6%	1%	13%	?	18%	1%
Cc1nc(NCc2ccccc2)c2nc(-c3ccccc3)n(CCN3CCCC3)c2n1	3%	.	.	.	-0.4%	0.3%	-3%	.	.	?	2%
c1cnc(N2CCN(Cc3c[nH]c4ccccc34)CC2)nc1	2%	i	i	-4%	1.3%	2.0%	.	14%	i	?	-2%
CCCCn1c(SCC(=O)Nc2cccc(C)n2)nnc1-c1ccco1	0%	?	i	-2%	-2.1%	0.1%	0%	21%	i	?	1%
O=C(Nc1ccc2nc(-c3ccco3)[nH]c2c1)c1ccco1	-3%	i	i	-1%	-0.5%	-1.4%	11%	0%	i	23%	-3%
COCCNC(=O)c1ccc2ccccc2n1	1%	?	i	4%	-1.0%	-2.4%	2%	0%	i	1%	0%
O=S(=O)(NC1CCCC1)c1ccc(S(=O)(=O)N(Cc2cccs2)CC2CCCO2)cc1 (stereo not drawn)	-4%	i	i	1%	-0.8%	-0.5%	1%	-3%	i	?	-4%
COc1ccc(CCn2c(N)cc(=O)[nH]c2=S)cc1OC	0%	i	i	2%	-0.6%	-1.3%	-4%	-6%	i	-4%	-1%
COc1ccccc1-c1nc(NCCNC(C)=O)c2ccccc2n1	2%	?	i	3%[9.22 µM]	1.0%	-0.6%	3%	-13%	i	9%	-2%
CCOC(=O)CNC(=O)CSc1nc2cccnc2n1C1CCCCC1	-1%	i	i	0%	-1.5%	-1.1%	-1%	.	i	11%	1%
CCCOc1ccc(C2C(C(=O)OC)=C(C)N=C3SCCC(=O)N32)cc1OCC (stereo not drawn)	-1%	i	i	-1%	-0.4%	-0.5%	-13%	11%	i	16%	1%
CCN(CC)C(=O)c1cc(-c2ccc(Br)cc2)on1	-2%	i	i	4%	0.5%	-1.9%	-4%	-3%	i	9%	-4%
Cc1c(C(=O)Nc2ccccc2)sc2nc(-c3ccccc3)cn12	0%	i	i	0%	1.3%	0.3%	3%	36%[activator]	i	32µM*	-2%
N#Cc1cc(-c2ccccc2)oc1NC(=O)c1ccco1	-1%	i	i	-3%	0.6%	-0.1%	5%	5%	i	2%	0%
